Assay outcomes from PubChem BioAssay.
Lipid storage S3 – qHTS Assay for Lipid Storage Modulators in Drosophila S3 Cells. 320,000 tested, 0.64% active. Drosophila S3 cells, BODIPY lipid droplet fluorescence, 18-24 h; cells fed with added oleic acid. Potency in µM for hits, for the others lipid storage change, negative = inhibition, % at the top dose, mostly 46.1 µM; active = well fitted inhibition curve with a large enough effect in the signal ratio, with a control signal flat, not every such curve was filed as active; inconclusive = small, poorly fitted or top-dose-only effect, or effect the other way, or a change in a side signal; the % refers to the signal ratio
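Drosophila S3 cells got compounds at several concentrations plus oleic acid (400 uM solution). Laser-scanning cytometry with 488 nm excitation read lipid droplets at 500-530 nm and cells at 575-640 nm. Percent activity was relative to 20 uM Triacsin C.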
Lipid storage S3 cell count max – recorded beside Lipid storage S3, whose call it bears; cell number change, %; measured here: cell count max response;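 cells counted by Cell Tracker Red CMTPX staining in the red channel; peak over a dose series mostly up to 46.1 µM; percent activity relative to internal control wells on each plate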
Numbers without * were called inactive; i = inactive; ? = inconclusive; · = not tested or not shown; [ ] = dose if it differs, or a comment. % is set by controls: 0 for no effect and ±100 for the full control effect; potency is the fitted concentration of half-maximal effect. An excerpt. The share of hits here may be higher or lower than overall.

1: Cc1coc2c1c(C)cc1oc(=O)c(CC(=O)NCC(=O)O)c(C)c12
2: CCOc1ccccc1Oc1coc2cc(OC)ccc2c1=O
3: N#Cc1ccccc1NC(=O)COC(=O)c1ccc(F)cc1F
4: Cc1nc2nc(C)c(NS(=O)(=O)c3cccs3)c(=O)n2[nH]1
5: CCOC(=O)C1(CCOC)CCN(C2C3CC4CC(C3)CC2C4)CC1 (stereo not given)
6: CNNC(=S)NCCC1=CCCCC1
7: COc1ccc(NC(=O)COC(=O)c2ncc(Cl)c(Cl)c2Cl)c(OC)c1
8: CC(=O)c1c(C)[nH]c(C(=O)OCC(=O)N(CC(C)C)C2CCS(=O)(=O)C2)c1C (stereo not given)
entry no. | 1 | 2 | 3 | 4 | 5 | 6 | 7 | 8
Lipid storage S3 | ? | ? | i | ? | 0% | 1% | ? | ?
Lipid storage S3 cell count max | · | · | 24 | · | 0 | -3 | · | ·

9: CCOc1cc(C(=O)OCc2ccc(C(=O)OC)o2)cc(Br)c1OC
10: O=C(c1cc2ncccn2n1)N1CCc2c([nH]c3ccccc23)C1c1ccccc1F (stereo not given)
11: COc1ccc(F)cc1S(=O)(=O)N1CCC2(CC1)OCCN2S(=O)(=O)c1cccs1
12: O=S(=O)(NCC(c1ccccc1)N1CCNCC1)c1ccc(Cl)cc1 (stereo not given)
13: CCCCN(CC)S(=O)(=O)c1ccc(C(=O)Nc2nnc(COC)o2)cc1
14: COc1cccc(Nc2nc(-c3ccc4c(c3)OCCO4)cs2)c1
15: C=CCn1c(-c2ccc3[nH]c(C)c(C)c3c2)n[nH]c1=S
16: OCCN1CCN(C(=S)c2ccc(Br)cc2)CC1
entry no. | 9 | 10 | 11 | 12 | 13 | 14 | 15 | 16
Lipid storage S3 | ? | -13% | ? | 4% | ? | 9% | ? | -7%
Lipid storage S3 cell count max | · | · | · | -17 | · | 5 | · | -3

17: CN(C)C(=O)c1ccc(NC(=O)c2ccc(-c3ccc(Cl)cc3)o2)cc1
18: COc1ccc(CN(CC(=O)NCc2ccc3c(c2)OCO3)C(=O)c2csnn2)cc1
19: Cn1cccc1CNC(=O)Nc1ccc(Cl)c(Cl)c1
20: CCOc1ccc(C(=O)COC(=O)c2cc([N+](=O)[O-])ccc2N2CCOCC2)cc1
21: O=C1CCC([N+](=O)[O-])C(c2ccc(Cl)cc2Cl)N1 (stereo not given)
22: CC(=O)Nc1cccc(C(=O)OC(C)C(=O)NCc2ccc3c(c2)OCO3)c1 (stereo not given)
23: c1cc2c(cc1Cn1cnnn1)OCO2
24: COc1ccc(C(=O)NNC(=S)NC(=O)c2ccccc2)cc1
entry no. | 17 | 18 | 19 | 20 | 21 | 22 | 23 | 24
Lipid storage S3 | ? | ? | ? | ? | ? | ? | 29% | ?
Lipid storage S3 cell count max | · | · | · | · | · | · | 4 | ·

25: CCn1ncc(Cl)c1C(=O)NC(=S)Nc1c(C)cc(C)cc1[N+](=O)[O-]
26: CN(C)CCN(C(=O)c1ccc2c(c1)CCCC2)c1nc2c(F)cccc2s1
27: O=C(CSc1nnc(COc2cccc3cccnc23)o1)c1ccc(F)cc1
28: Cc1cc(=O)oc2cc(OCC3CC(c4ccc(Cl)cc4)=NO3)ccc12 (stereo not given)
29: CCCCc1nc(Cl)c(C#N)c2c1CSC(C)(C)C2
30: CCOc1ccc(C(=O)NCc2cccnc2)cc1[N+](=O)[O-]
31: CC(C)CNC(=O)C(=O)NCc1ccccn1
32: Cc1ccc(CCNC(=O)C2CCN(S(=O)(=O)c3ccc4c(c3)NC(=O)CO4)CC2)cc1
entry no. | 25 | 26 | 27 | 28 | 29 | 30 | 31 | 32
Lipid storage S3 | ? | ? | i | i | 3% | ? | -1% | -17%
Lipid storage S3 cell count max | · | · | 15 | 11 | 9 | · | 10 | -8

33: Cc1ccc(NS(=O)(=O)c2cccc(C(=O)N3CCCCCCC3)c2)cc1
34: C=CCNc1nc2ccccc2nc1NS(=O)(=O)c1cccs1
35: Cc1ccc(NC(=O)COC(=O)COc2cccc3c2OC(C)(C)C3)c(C)c1
36: CCNc1nc(NCC)n2c(SCC(=O)NCC3CCCCC3)nnc2n1
37: Cc1ccc(NC(=O)c2oc3ccc(S(=O)(=O)N4CCC5(CC4)OCCO5)cc3c2C)cc1C
38: O=C(NC(Cc1ccccc1)c1ccc2c(c1)OCCCO2)c1ccccc1 (stereo not given)
39: COc1cccc(NCc2nnc(SCC(=O)NC3CCS(=O)(=O)C3)n2C2CCCCC2)c1 (stereo not given)
40: CCC(C)[C@H](NC(=O)C1CC(=O)N(c2ccc(OC)cc2)C1)C(=O)N1CCCCC1 (stereo not given in full)
entry no. | 33 | 34 | 35 | 36 | 37 | 38 | 39 | 40
Lipid storage S3 | ? | ? | 0% | 12% | ? | ? | ? | i
Lipid storage S3 cell count max | · | · | 2 | 12 | · | · | · | 2

Compound profiles (already shown).
Cc1ccc(NS(=O)(=O)c2cccc(C(=O)N3CCCCCCC3)c2)cc1 is entered as Lipid storage S3: ?; Lipid storage S3 cell count max: ·
CCC(C)[C@H](NC(=O)C1CC(=O)N(c2ccc(OC)cc2)C1)C(=O)N1CCCCC1 (stereo not given in full) is entered as Lipid storage S3: i; Lipid storage S3 cell count max: 2

(further entries)
41: O=C(NCC1CCCO1)C1CCCN(S(=O)(=O)c2ccc(F)cc2)C1 (stereo not given)
42: CCc1ccc2c(c1)cc(C)c1nnc(SCC(=O)Nc3cc(OC)c(OC)cc3C(=O)O)n12
43: Cc1cccc(NC(=O)CN2C(=O)S/C(=C\c3cc(C)n(C)c3C)C2=O)c1
44: N#Cc1ccc(CSc2nnc(NC(=O)C3CCCO3)s2)cc1 (stereo not given)
45: CCN(CC)C(=O)CN(C#N)c1nc(C)cc(C)n1
46: CCOc1ccc2nc(-c3ccccc3)nc(SCC(=O)Nc3ncc(C)s3)c2c1
47: O=C(C[n+]1cccc(/C=N/O)c1)N(Cc1ccccc1)Cc1ccccc1
48: Cc1oc(-c2ccccc2F)nc1CSCC(=O)NC1CCC(C)CC1 (stereo not given)
entry no. | 41 | 42 | 43 | 44 | 45 | 46 | 47 | 48
Lipid storage S3 | ? | -7% | ? | 10% | -3% | ? | -13% | ?
Lipid storage S3 cell count max | · | 22 | · | 4 | -13 | · | -5 | ·

49: Cc1cc(C)c(C(=O)O)c(Cl)n1
50: O=C(Cc1ccccc1)NNC1CC(=O)N(c2ccccc2)C1=O (stereo not given)
51: Cc1ccc(NC(=O)CNc2cccc(S(=O)(=O)N3CCCCC3)c2)cc1F
52: CCN1CCN(CCCNC(=O)CN2C(=O)c3cccnc3Oc3ccc(Cl)cc32)CC1
53: C=CCN1C(=O)CSc2ccc(C(=O)NC(C)c3ccccc3)cc21 (stereo not given)
54: COC(=O)c1ccc(NC(=O)C(C)N2C(=O)c3ccccc3C2=O)cc1 (stereo not given)
55: COc1cccc(OCc2cc(/C=N/n3cncn3)ccc2OC)c1
56: Cc1ccc(N(Cc2cc3ccccc3[nH]c2=O)C(=O)c2cccs2)cc1
entry no. | 49 | 50 | 51 | 52 | 53 | 54 | 55 | 56
Lipid storage S3 | ? | 11% | 1.5µM* | i | i | ? | ? | ?
Lipid storage S3 cell count max | · | 0 | · | 15 | -7 | · | · | ·

57: C=CCOc1ccc(/C=C/C(=O)OCC(=O)NCCCc2ccccc2)cc1
58: C=C(C)COc1ccc2c(C)c(CC(=O)N3C[C@H]4C[C@@H](C3)c3cccc(=O)n3C4)c(=O)oc2c1C
59: Cc1ccc(S(=O)(=O)Nc2ccc(N3CCN(C)CC3)nc2)cc1
60: O=C(CN1C(=O)NC2(CCCCCC2)C1=O)NCCc1ccc(F)cc1
61: CS(=O)(=O)N1CCC(C(=O)Nc2ccccc2)CC1
62: CC(C)NC(=O)c1cccc(C(F)(F)F)c1
63: CCOc1ncccc1C(=O)OCC(=O)NCCc1ccc(OC)cc1
64: Cc1ccc(C(C)(C)C)c(OCCCCN2CCCC2)c1
entry no. | 57 | 58 | 59 | 60 | 61 | 62 | 63 | 64
Lipid storage S3 | 23% | ? | ? | ? | ? | ? | -4% | ?
Lipid storage S3 cell count max | · | · | · | · | · | · | 25 | ·

65: CCOC(=O)c1ccc(NC(=O)c2nc[nH]c2C(=O)N2CCN(C(=O)OC(C)(C)C)CC2)cc1
66: CCN1C(=O)/C(=C\c2cn(CCC#N)nc2-c2ccc(F)cc2)SC1=S
67: CCSc1nnc(Cc2cc(=O)[nH]c(=O)[nH]2)n1-c1cc(C)ccc1C
68: CC(C)S(=O)(=O)c1cnc(-c2ccccn2)nc1N
69: CC(C(=O)Nc1ccc(Cl)cc1)N1C(=O)NC2(CCCC2)C1=O (stereo not given)
70: CCN1CCN(CC(=O)Nc2sc3c(c2C#N)CCC(C)C3)CC1 (stereo not given)
71: Cc1c(C(=O)N2c3ccccc3Sc3ccccc32)cccc1[N+](=O)[O-]
72: Nc1ccc(Oc2ccc(F)cc2)nc1
entry no. | 65 | 66 | 67 | 68 | 69 | 70 | 71 | 72
Lipid storage S3 | ? | -8% | 1% | ? | ? | ? | 2% | 5%
Lipid storage S3 cell count max | · | -5 | 8 | · | · | · | -16 | 20

73: COC(=O)c1ccccc1NC(=O)Cn1c(=O)n(Cc2ccccc2)c(=O)c2c(C)c(C)sc21
74: N#Cc1cccc(S(=O)(=O)NCC(=O)NCCCc2ccccc2)c1
75: COc1cc2[nH]c3c(=O)n(N)c(=O)[nH]c3c2cc1OC
76: CC1SCC(=NOCc2c(Cl)cccc2Cl)CS1 (stereo not given)
77: COc1ccc(CCNC(=O)CSc2nccc(=O)[nH]2)cc1OC
78: COC(=O)c1sccc1NC(=O)c1ccc(OC)cc1OC
79: O=C(CN1CCN(S(=O)(=O)N2CCCCC2)CC1)Nc1cc(Cl)cc(Cl)c1
80: CCCNC(=O)Nc1ccccc1C(=O)Nc1ccc(OC)cc1
entry no. | 73 | 74 | 75 | 76 | 77 | 78 | 79 | 80
Lipid storage S3 | 19% | ? | i | 14% | -8% | ? | i | ?
Lipid storage S3 cell count max | · | · | 12 | 3 | 0 | · | -1 | ·

Part of the list above, with values under each structure.
Below each compound – Lipid storage S3, Lipid storage S3 cell count max
(54) COC(=O)c1ccc(NC(=O)C(C)N2C(=O)c3ccccc3C2=O)cc1 (stereo not given)
 : ?, ·
(55) COc1cccc(OCc2cc(/C=N/n3cncn3)ccc2OC)c1
 : ?, ·
(56) Cc1ccc(N(Cc2cc3ccccc3[nH]c2=O)C(=O)c2cccs2)cc1
 : ?, ·
(57) C=CCOc1ccc(/C=C/C(=O)OCC(=O)NCCCc2ccccc2)cc1
 : 23%, ·
(58) C=C(C)COc1ccc2c(C)c(CC(=O)N3C[C@H]4C[C@@H](C3)c3cccc(=O)n3C4)c(=O)oc2c1C
 : ?, ·
(59) Cc1ccc(S(=O)(=O)Nc2ccc(N3CCN(C)CC3)nc2)cc1
 : ?, ·
(60) O=C(CN1C(=O)NC2(CCCCCC2)C1=O)NCCc1ccc(F)cc1
 : ?, ·
(61) CS(=O)(=O)N1CCC(C(=O)Nc2ccccc2)CC1
 : ?, ·
(62) CC(C)NC(=O)c1cccc(C(F)(F)F)c1
 : ?, ·
(63) CCOc1ncccc1C(=O)OCC(=O)NCCc1ccc(OC)cc1
 : -4%, 25
(64) Cc1ccc(C(C)(C)C)c(OCCCCN2CCCC2)c1
 : ?, ·
(65) CCOC(=O)c1ccc(NC(=O)c2nc[nH]c2C(=O)N2CCN(C(=O)OC(C)(C)C)CC2)cc1
 : ?, ·
(66) CCN1C(=O)/C(=C\c2cn(CCC#N)nc2-c2ccc(F)cc2)SC1=S
 : -8%, -5
(67) CCSc1nnc(Cc2cc(=O)[nH]c(=O)[nH]2)n1-c1cc(C)ccc1C
 : 1%, 8
(68) CC(C)S(=O)(=O)c1cnc(-c2ccccn2)nc1N
 : ?, ·
(69) CC(C(=O)Nc1ccc(Cl)cc1)N1C(=O)NC2(CCCC2)C1=O (stereo not given)
 : ?, ·

The results go on.
81: CCCCn1c(N)c(N(CC(C)C)C(=O)c2ccc(F)c(S(=O)(=O)N3CCOCC3)c2)c(=O)[nH]c1=O
82: CC(C)Oc1ccc2nnnn2n1
83: C=CCNC(=O)/C(C#N)=C/c1c(N(Cc2ccccc2)Cc2ccccc2)nc2ccccn2c1=O
84: O=C1CCCc2c1nc(-c1ccco1)n2O
85: c1ccc(Oc2ncnc3oc(-c4ccccc4)cc23)cc1
86: Cc1nc2cc(S(=O)(=O)N3CCC(C(=O)O)CC3)ccc2n1C1CCCC1
87: NS(=O)(=O)c1ccc(NC(=O)/C=C/c2cn(-c3ccccc3)nc2-c2cccc(Cl)c2)cc1
88: CSCC(O)Cn1ncc2ccccc2c1=O (stereo not given)
entry no. | 81 | 82 | 83 | 84 | 85 | 86 | 87 | 88
Lipid storage S3 | 18% | -5% | ? | 16% | 5% | ? | ? | ?
Lipid storage S3 cell count max | · | -10 | · | 13 | -8 | · | · | ·

89: Cc1ccc(S(=O)(=O)NNC(=O)c2sc(=S)n(C)c2C)cc1
90: Cc1ccc(C(=O)COC(=O)CNC(=O)C(c2ccccc2)c2ccccc2)cc1[N+](=O)[O-]
91: O=C(CSc1nnc(-c2ccncc2)o1)Nc1cccc(F)c1
92: CCCCC[C@]12Cc3ccccc3C(O1)c1c(cc(C)oc1=O)O2
93: Cc1cccn2cc(CCNC(=O)c3ccco3)nc12
94: CC(C)(C)c1ccc(Oc2ccc(NC(=O)CCCC(=O)O)cn2)cc1
95: Cc1cccc(N=Cc2c(O)cc(C)oc2=O)c1
entry no. | 89 | 90 | 91 | 92 | 93 | 94 | 95
Lipid storage S3 | -3% | ? | ? | -7%[9.22 µM] | ? | -14% | ?
Lipid storage S3 cell count max | 4 | · | · | -25 | · | 3 | ·
